D1 potentiator: potentiators of human D1 dopamine receptor; potentiation, % at 10 µM; 0.036% of 360,000 active; HEK293 TREx D1 cells, calcium flux, dopamine EC20 potentiation; P21728; in the data active = potentiation above about 30%; note: 0% is about no effect
Target sequence (P21728 whole entry, looked up): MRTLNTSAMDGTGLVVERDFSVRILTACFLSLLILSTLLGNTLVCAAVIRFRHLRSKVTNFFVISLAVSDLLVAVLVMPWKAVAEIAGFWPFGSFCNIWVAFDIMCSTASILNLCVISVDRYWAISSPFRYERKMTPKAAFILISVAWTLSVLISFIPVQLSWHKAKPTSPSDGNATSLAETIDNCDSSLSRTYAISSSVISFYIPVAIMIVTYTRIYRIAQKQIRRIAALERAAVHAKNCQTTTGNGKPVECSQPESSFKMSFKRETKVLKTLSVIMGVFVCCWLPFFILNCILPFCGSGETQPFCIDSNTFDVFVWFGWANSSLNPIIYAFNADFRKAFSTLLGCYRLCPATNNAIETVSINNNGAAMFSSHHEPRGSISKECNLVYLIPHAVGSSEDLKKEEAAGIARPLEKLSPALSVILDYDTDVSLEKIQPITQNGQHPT
RXFP1 agonist: activates the human relaxin receptor RXFP1; Q9HBX9; HEK293T-RXFP1 cAMP TR-FRET, 30 min; response scale: percent of porcine relaxin response, buffer zero; Potency, µM (titrated, usually from 57.5 µM), for the others: top-dose activation, usual class: activators; 0.3% of 370,000 active; active = well fitted activation curve with a large enough effect; inconclusive = small, poorly fitted or top-dose-only effect; note: potency is the fitted concentration of half-maximal effect; % is set by controls: 0 for no effect and ±100 for the full control effect; nearly all actives have a fitted effect of over 60% in size; many of its hits are not listed in these tables
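HEK293 cells stably expressing RXFP1, treated 30 min at 37C with compounds plus PDE4 inhibitor Ro 20174; cAMP measured by HTRF TR-FRET. Normalized to buffer and 29 nM porcine relaxin; EC50 by Hill fit.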
D1 antag: blocks dopamine activation of the human D1 receptor | P21728 | HEK293 TREx D1 cells, calcium flux, dopamine EC80; active compounds read low | activity change, negative = inhibition, % at 10 µM | 3.2% of 360,000 active | AID 504652; in the data active = activity change below about -30%; note: % is set by controls: 0 for no effect and ±100 for the full control effect
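Using tetracycline-induced force-coupled D1 Hek293 cells and a calcium dye, signals were followed for 180 s after compound, then for 180 s after EC80 dopamine, to detect inhibitors.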
RXFP1 antag: RXFP1 (human) relaxin receptor antagonism. Q9HBX9. HEK293-RXFP1, relaxin-stimulated cAMP HTRF, 30 min; active compounds read low. activity change, negative = inhibition, % at 57.5 µM. 0.59% of 350,000 active;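 active = activity change of -60% or lower, but not beyond a set lower limit; inconclusive = change between -60% and -40%, or beyond the set limit; inactive = change above -40%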; note: % is set by controls: 0 for no effect and ±100 for the full control effect
TRHR enhancer: TRH receptor (human) allosteric enhancement. P34981. TRHR cells, fluo-8 calcium fluorescence, EC20 TRH enhancement. enhancement, % at 2 µM. 0.66% of 360,000 active. AID 493056; in the data active = enhancement above about 30%; note: 0% is about no effect
Target sequence (P34981 whole entry, looked up): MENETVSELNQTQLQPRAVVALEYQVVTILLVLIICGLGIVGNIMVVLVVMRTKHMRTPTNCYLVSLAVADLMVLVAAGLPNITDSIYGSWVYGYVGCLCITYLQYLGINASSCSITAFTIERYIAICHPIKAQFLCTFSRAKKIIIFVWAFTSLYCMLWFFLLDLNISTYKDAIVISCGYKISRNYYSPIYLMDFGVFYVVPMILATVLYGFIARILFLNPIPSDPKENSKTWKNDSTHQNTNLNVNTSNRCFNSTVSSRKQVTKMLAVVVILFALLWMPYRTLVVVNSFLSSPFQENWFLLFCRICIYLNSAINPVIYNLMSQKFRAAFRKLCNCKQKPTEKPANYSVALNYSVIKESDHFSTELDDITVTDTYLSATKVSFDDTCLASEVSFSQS
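TRHR-expressing cells loaded with fluo-8 calcium dye were read kinetically (ex 480/em 530) during compound addition, then stimulated with an EC20 of TRH (10 nM final). Enhancement of the Gq-mediated intracellular calcium response was scored.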
D1 ag: human D1 receptor agonism; P21728; activation, % at 2 µM; AID 504660; HEK293 T-REx D1 cells, calcium flux, agonist mode; 1% of 360,000 active; in the data active = activation above about 30%; note: 0% is about no effect
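Inducible HEK293 T-REx D1 cells, force-coupled to calcium signalling, were plated at 4000 cells/well with tetracycline and held overnight at 30 C. After no-wash calcium dye loading, compound-evoked calcium rise over 180 s flagged agonists.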
D2 potentiator: positive allosteric modulators of human D2 dopamine receptor. HEK293 T-REx D2, calcium flux, EC20 dopamine potentiation. potentiation, % at 10 µM. 0.34% of 340,000 active;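 active = potentiation over 3 SD above the plate norm, cut at about 30% in these data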; note: 0% is about no effect
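Cells plated with tetracycline inducer and held overnight at 30 C; calcium dye loaded 30–90 min at room temperature; baseline taken, compound added and read 180 s; EC20 dopamine then added and read 180 s.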
D2 agonist: agonists of human D2 dopamine receptor. AID 485358. P14416. HEK293 T-REx D2 cells, calcium flux agonist mode. 0.53% of 340,000 active. activation, % at 2 µM;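 active = activation over 3 SD above normal in the single-dose calcium agonist read, cut at about 30% in these data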; note: 0% is about no effect
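Agonism scored from kinetic calcium signal (1 read/sec, 180 s) following compound pin transfer, after a 10 s baseline. Cells: HEK293 Trex line expressing inducible D2 receptor coupled to calcium, dye-loaded after overnight culture at 30 C.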
D2 antagonist: antagonizes the human D2 dopamine receptor | P14416 | HEK293 TREx D2 cells, calcium flux, dopamine EC80 | inhibition, % at 10 µM | 2% of 340,000 active | AID 485344; in the data active = inhibition above about 30%; note: 0% is about no effect
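Calcium mobilization kinetics were recorded at 1 s intervals in tetracycline-induced HEK293 T-REx D2 cells, first for 180 s after compound addition and then 180 s after EC80 dopamine.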
An asterisk follows results filed as active; ? = inconclusive; . = not tested or not shown; & = joins results of further samples. Some of the compounds tested, so the mix of outcomes need not match the whole.

SMILES	D1 potentiator	RXFP1 agonist	D1 antag	RXFP1 antag	TRHR enhancer	D1 ag	D2 potentiator	D2 agonist	D2 antagonist
N#Cc1ccc(C(=O)Nc2nc(-c3cccs3)c(C(=O)C(F)(F)F)s2)cc1	-10	9.1%	-11	.	-1	24	-5	11	20
O=C(C1CC1)N1CCN(c2nc3ccc(F)cc3s2)CC1	2	1.4%	.	-3	-3	5	4	.	.
COC(=O)c1ccc(C2C(C#N)=C(N)Oc3cc(C)n(C)c(=O)c32)cc1 (stereo not drawn)	-3	1.4%	-10	10	24	2	-5	-2.0	-7
COc1ccc(C2=NOC(C)(c3nnc(-c4ccc(F)cc4)o3)C2)cc1 (stereo not drawn)	1	0.8%	10	.	3	0	9	-0.2	2
CCC(C)C(=O)Nc1cc(OC)c(OC)cc1C(=O)O (stereo not drawn)	-2	-0.7%	17	0	8	2	-14	0.0	16
COc1ccc(-c2cc(=O)oc3cc(OCC(=O)N[C@@H](Cc4c[nH]c5ccccc45)C(=O)O)ccc23)cc1	-2	2.9%	4	.	7	1	-11	-0.5	0
CCc1ccccc1N1C(=O)C2CC=CCC2C1=O (stereo not drawn)	-4	-0.1%	-1	-13	3	1	5	-0.2	-8
CCOC(=O)c1cc(-c2csc(N/N=C/c3ccccc3Cl)n2)on1	0	0.4%	4	-9	0	1	2	-0.5	-6
CCn1cc(CNC(=O)c2cccc([N+](=O)[O-])c2)cn1	-4	2.9%	-1	5	-4	5	3	-0.5	-2
CN(C)S(=O)(=O)c1cccc(NC(=O)C(c2ccccc2)c2ccccc2)c1	3	1.4%	5	-9	-5	11	5	-0.8	5
Cc1ccc(S(=O)(=O)Nc2ccccc2-c2ccccc2NS(=O)(=O)c2ccc(C)cc2)cc1	-5	-4.5%	-2	-16	1	2	5	-0.1	4
O=C1C2C3c4ccccc4C(c4ccccc43)[C@@H]2C(=O)N1c1ccccn1 (stereo partly drawn)	-6	-0.5%	0	-8	-3	2	7	.	.
C/C(=N\NC1=NCCN1)c1ccc(Cl)cc1	-5	3.8%	-17	3	3	14	-17	2.9	-2
CC(C)(C)NC(=O)C(c1ccncc1)N(C(=O)c1csnn1)c1ccccc1 (stereo not drawn)	1	1.6%	-1	3	0	0	-1	-0.2	-14
CCC(CC)C(=O)Nc1nnc(SCC(=O)N2CCN(c3ccccc3OC)CC2)s1	2	-0.5%	4	-3	11	1	4	0.5	-6
C/C(=N\NC(=O)CC1N=C(Cc2ccccc2)NNC1=O)c1ccc(C)cc1 (stereo not drawn)	-4	0.6%	12	12	-7	-1	2	0.4	-2
Cc1ccc(CCNCc2c(C(=O)O)c(C)n(-c3ccccc3)c2C)cc1	-4	0.9%	12	-4	-1	1	-7	-0.6	-26
CCN1CCN(S(=O)(=O)c2ccc(OC)c(NC(=O)c3ccccc3)c2)CC1	0	1.0%	-48*	-3	1	3	5	-0.1	-13
N/C(=N\c1nc2c(c(=O)[nH]1)CCCC2)Nc1ccccc1Sc1ccccc1	1	0.7%	9	-7	6	3	20	2.2	-1
COc1ccccc1NS(=O)(=O)c1cccc(C(=O)NCC(c2ccco2)N2CCCC2)c1 (stereo not drawn)	.	0.1%	13	-4	-3	10	-27	0.6	63*
CC1(C)CC2C1CCC1(O)CC2(C)CCC1N(O)c1ccc(C(=O)NCCO)cn1 (stereo not drawn)	1	-0.8%	-6	.	12	2	-7	0.7	2
COC(=O)C1CCN(S(=O)(=O)CCNC(=O)c2cccc(OC)c2)CC1	2	0.8%	5	-14	6	1	4	0.2	-4
COc1ccc(OC)c(S(=O)(=O)N(C)CC(=O)Nc2cc(Cl)ccc2OC)c1	1	1.3%	5	-7	-1	8	-18	-0.3	-3
CC1CCc2nc(NC(=O)c3cc(C(C)(C)C)nn3C)sc2C1 (stereo not drawn)	3	0.2%	8	2	1	1	11	-0.5	5
Cc1cccc(C(=O)N[C@H](C(=O)Nc2ncc(C)s2)C(C)C)c1	7	0.7%	-1	-7	3	1	-5	-0.2	6
O=C(c1cnn2c(C(F)(F)F)cc(-c3ccccc3)nc12)N1CCCCC1c1cccnc1 (stereo not drawn)	-2	5.5%	1	-12	4	-1	3	-0.9	1
CC(C)(C)c1cc(C(=O)NCCN2CCCC2)cc(C(C)(C)C)c1	-1	0.7%	2	?	5	17	-20	0.7	22
C=CCSc1ncccc1C(=O)O	1	-0.5%	10	4	-1	1	.	1.2	25
CCOc1ccc(-c2cccc(NS(=O)(=O)c3ccccc3C(F)(F)F)c2)nn1	-2	2.0%	-6	3	4	1	0	-0.1	.
O=C(Nc1ccc2c(c1)C(=O)OC2)c1ccc(C(F)(F)F)cc1	-5	?	12	-12	2	6	-15	-0.6	34*
CC(=O)Nc1ccc(S(=O)(=O)Nc2ccc3ccccc3n2)cc1	-7	1.1%	-13	1	0	0	9	0.2	7
Cn1c(CC(=O)Nc2ccccc2F)nnc1SCC(=O)N1CCOCC1	0	-1.6%	0	1	0	2	-2	0.4	-10
O=C(CN1C(=O)c2ccccc2S1(=O)=O)c1ccc2c(c1)OCCCO2	1	0.4%	16	-12	-5	5	-8	-0.7	-5
O=c1c2ccccc2nc(SCc2cccc(F)c2)n1-c1cccc(S(=O)(=O)N2CCCC2)c1	-4	1.1%	2	-5	4	4	-6	0.0	-11
CCCOc1ccc(CSc2n[nH]c(C)n2)cc1	3	-3.2%	-3	0	-7	4	-7	0.2	10
COc1ccccc1C(=O)Nc1sc2c(c1C(N)=O)CCCC2	5	1.9%	26	0	3	5	8	-1.0	2
O=C(COc1coc(CN2CCN(c3ccccc3)CC2)cc1=O)Nc1cccc(F)c1	-2	0.4%	3	-10	9	1	-2	25	16
O=C(N/N=C\c1cc(Br)cs1)C1COc2ccccc2O1 (stereo not drawn)	-7	1.2%	-29	6	3	1	-10	5.5	-20
CC(OC(=O)CSc1ccc(F)cc1)C(=O)NC1(C#N)CCCCC1 (stereo not drawn)	-5	0.6%	-10	4	-9	0	1	0.6	-8
O=S1(=O)NC[C@]23C[C@H](c4ccc(F)cc4)[C@@H](C[C@@H]21)O3	-9	-1.1%	-12	.	-4	1	2	-0.6	-3
COc1ccc(Cl)cc1NC(=O)Cn1ncc2c3ccccc3n(Cc3ccccc3)c2c1=O	-2	-3.2%	-8	1	2	0	.	-1.0	.
O=c1cnnc(N/N=C/c2cccs2)[nH]1	6	-0.1%	8	-2	-4	2	.	.	.
O=C1/C(=C\Nc2ccc(Cl)cc2)CCN1c1ncccn1	-2	0.6%	7	1	-2	-1	2	-0.4	0
O=C(NC(=S)Nc1cc(S(=O)(=O)N2CCOCC2)ccc1O)c1ccco1	4	3.7%	7	6	-2	1	2	-0.5	-1
CN(C)S(=O)(=O)c1ccc(C(=O)Nc2ccnn2C2CCCCC2)cc1	-7	-0.1%	4	-14	-3	2	-9	0.5	-2
Cc1ccc(NC(=O)CCC(=O)NNC(=O)c2cccs2)c(C)c1	-1	1.0%	-1	-3	3	0	-8	-0.3	-15
CCCCCOC(=O)Cn1c(=O)oc2ccc(C)cc21	1	0.4%	-11	3	-5	1	-6	-1.0	10
CCC(=O)Nc1ccc(NC(=O)CSc2nnnn2Cc2ccccc2)cc1C	-10	0.4%	-11	-6	2	1	-23	-2.3	-11
Cc1ccc(S(=O)(=O)N2CCN(Cc3ccccc3)CC2)c(C)c1N(C)S(=O)(=O)c1ccccc1	1	0.9%	1	-3	-9	9	4	-0.3	-8
CCOC(=O)c1nn(-c2ccccc2)c(=O)c2c(NC(C)=O)scc12	-4	2.1%	1	-4	0	2	3	-0.4	-7
New compounds follow.
SMILES	D1 potentiator	RXFP1 agonist	D1 antag	RXFP1 antag	TRHR enhancer	D1 ag	D2 potentiator	D2 agonist	D2 antagonist
CC(=O)COc1ccc2c(-c3ccccc3)cc(=O)oc2c1C	-4	-1.1%	2	8	-4	4	2	0.7	-5
Cc1ccc(CSc2nc3c(c(N(C)C)n2)CCCC3)cc1	-7	-0.4%	4	-17	-14	6	5	0.6	1
CC(O)c1nc2cc([N+](=O)[O-])ccc2n1Cc1ccccc1 (stereo not drawn)	1	-0.5%	-4	-3	-8	7	1	-0.9	-8
N#Cc1ccc(S(=O)(=O)NC2CCN(Cc3ccccc3)CC2)cc1	-4	0.1%	13	12	1	3	0	0.4	-17
Cn1c(=O)[nH]c(=O)c2c1nc(N1CCC(Cc3ccccc3)CC1)n2Cc1ccccc1	.	1.1%	34	.	-7	6	9	-0.7	5
C=CCn1c(N)cc(=O)nc1SCC(=O)Nc1ccc(C(=O)OC)cc1	-4	3.6%	15	-4	27	5	-7	1.2	-6
c1ccc(-c2n[nH]nc2-c2ccccc2)cc1	1	-0.4%	5	-2	2	4	20	-2.0	18
CCC(COC)NC(=O)c1ccc(OC)c(OC2CCN(C(C)=O)CC2)c1 (stereo not drawn)	-2	1.0%	0	-3	1	1	4	0.8	14
COc1cccc(N(CC(=O)NCc2ccccc2)C(=O)CCC(=O)Nc2nccs2)c1	-2	-0.2%	-10	-21	0	0	.	1.2	3
CN(C(=O)c1cccs1)c1ccc(OCC(=O)N2CCC(C(N)=O)CC2)cc1	0	1.4%	6	-1	-3	4	1	0.1	8
O=S(=O)(c1ccc(Cl)cc1)N1CCCC1c1nc(-c2ccc(Cl)cc2)no1 (stereo not drawn)	-8	0.2%	-20	13	-6	12	-13	0.2	15
CCC1CCCCN1S(=O)(=O)c1ccc2[nH]c(=O)ccc2c1 (stereo not drawn)	1	0.7%	6	-9	-2	3	11	0.0	-1
COc1cc(NC(=O)c2cc(-c3ccc4c(c3)OCO4)on2)cc(OC)c1OC	-4&0	2.4%&-1.4%	-11&4	-7&-2	-1&2	3&2	1&-9	0.6	11
CCCCC1CCC(C(=O)Nc2ccc(S(=O)(=O)Nc3nccs3)cc2)CC1 (stereo not drawn)	-5	0.9%	-2	-11	6	24	14	-0.1	-12
